AI-2 QS mod: Vibrio harveyi AI-2 quorum sensing modulators, primary screen, JMH597 strain, luminescence/OD600 ratio. Vibrio harveyi JMH597 AI-2 luminescence/OD600 ratio, 9 h; hits give low values; strain lacks LuxN and CqsS sensors; 0 = neutral-control median. activity change, % at 7.5 µM. 300,000 compounds, 0.4% hits. AID 2094, 2009; in the data active = activity change below about -75%, passing the limit was not always enough; inconclusive = no clear call, values can overlap the other calls;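 also: luminescence divided by OD600 gain over 9 h not by final OD600 alone; inactives centre near 13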
HSP90 refold inh: HSP90 inhibitors, primary screen, cell lysate, luminescence; 290,000 compounds, 0.91% hits; Rabbit reticulocyte lysate, luciferase refolding luminescence, 3 h; inhibition, % at 5.6 µM; AID 1789, 2009;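 active = inhibition above the screen-wide mean plus 3 SD, computed separately per campaign, cut at about 16% in these data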;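 also: 0% = DMSO wells and 100% = 60 µM geldanamycin wells; inhibitors lower the luminescence because luciferase stays unfolded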
Platelet DG rel: inhibitors of platelet dense granule secretion, primary screen, cell-based, MLPCN, human platelets | human platelet-rich plasma, SFLLRN dense granule ATP release, luminescence | inhibition, %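 (compounds screened at 7.5 µM in platelet-rich plasma)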 | 300,000 compounds, 0.22% hits | AID 1663, 2009;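 active = mean replicate score, as percent of positive control, at or above 50; inconclusive = mean below 50 but at least one replicate at or above 50; inactive = mean and every replicate below 50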
HSF-1 act: HSF-1 activators, primary screen, NIH3T3-HGL cells, MG132 stress, luminescence, single point; NIH3T3-HGL HSF-1 luciferase reporter, 8 h; 100% = twice DMSO control signal; activation, % at 9 µM; 300,000 compounds, 1.7% hits; AID 504408, 2011;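 active = mean replicate activation of at least 50% with a set share of replicates each reaching 50%; inconclusive = only one of those two conditions met; inactive = mean below 50% and too few replicates reaching it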;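 also: 0% = median of the neutral control wells and 100% = twice that signal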
aSyn 5UTR inh: MLPCN primary screen, SNCA 5' untranslated region. alpha-synuclein 5'UTR reporter, inhibitor activity. inhibition, % (tested at 7.5 µM). 300,000 compounds, 0.82% hits. AID 1813, 2009; in the data active = inhibition above about 60%; inconclusive = no clear call, values can overlap the other calls;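 also: H4 neuroglioblastoma cells stably carrying SNCA 5'UTR luciferase fusion; 0% = DMSO wells and 100% = positive control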
IEC-6 tox: cytotoxicity in IEC-6 intestinal epithelial cells, primary screen, cytotoxicity control for KLF5 inhibitor project, cell-based, luminescence | IEC-6 cytotoxicity, luminescence viability | inhibition, % at 5 µM | 290,000 compounds, 0.78% hits | AID 1825, 2009; in the data active = inhibition above about 22%;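 also: 0% = plate median of test compound wells and 100% = cytotoxic reference compound wells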
HSF1 inh: HSF1 inhibitors in luciferase reporter cells, primary screen, cell-based, NIH3T3, luminescence | NIH3T3-HGL HSE-luciferase, MG132-induced, luminescence 8 h; hits give low values | activity change, negative = inhibition, % at 7.5 µM (by protocol) | 300,000 compounds, 0.77% hits | AID 2098, 2009;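 active = more than half of replicate wells show activity change below -50%, luminescence cut by over half; inconclusive = some wells, but at most half, below -50%; inactive = no replicate well below -50%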;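 also: luciferase reports HSF-1 transcriptional activity via heat shock element; 0% = median of DMSO wells and -100% = zero luminescence signal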
KLF5 inhibitor: KLF5 expression inhibitors, primary screen, DLD-1 cells, luminescence; DLD-1 KLF5 promoter-luciferase reporter; inhibition, % at 5 µM; 290,000 compounds, 0.23% hits;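 active = inhibition above a per-plate limit of that plate's mean compound inhibition plus 3 SD, cut at about 60% in these data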;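 also: 0% = DMSO wells and 100% = LY294002 at 200 µM; higher means less KLF5 promoter-driven luciferase light; inactives centre near -14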
SKKanGAS inh: S. pyogenes SKKanGAS growth inhibitors in kanamycin, primary screen, streptokinase expression inhibitor project, SKKanGAS strain, BacTiter-Glo luminescence. 6 h. inhibition, % at 7.5 µM. 300,000 compounds, 1.3% hits. AID 1662, 2009;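 active = mean replicate score, as percent of positive control median, at least 50; inconclusive = mean below 50 but one replicate at or above 50; inactive = mean and every replicate below 50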;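 also: strain carries kanamycin resistance gene driven by streptokinase promoter and grows in 40 µg/ml kanamycin; loss of luminescence reflects streptokinase promoter inhibition or plain growth inhibition; 0% = median of DMSO wells and 100% = positive control at its reference dose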
HIF act: HIF pathway transcriptional activators, primary screen, cell-based, U2OS HRE-luciferase, luminescence | U2OS HRE-luciferase reporter; normalized: DMSO 0%, desferrioxamine 100% | activation, % at 7.5 µM (by protocol) | 300,000 compounds, 0.32% hits | AID 1910, 2009;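 active = mean activation of at least 10% of the iron chelator positive control signal, with at least half of replicates also reaching 10%; inconclusive = mean and replicate majority disagree about reaching 10%; inactive = mean and most replicates under 10%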
* marks the source's active call; other numbers are inactive results; ? = inconclusive; / = no result given.

Below each SMILES: AI-2 QS mod	HSP90 refold inh	Platelet DG rel	HSF-1 act	aSyn 5UTR inh	IEC-6 tox	HSF1 inh	KLF5 inhibitor	SKKanGAS inh	HIF act
1) O=C(Nc1ccccc1Cl)c1ccc(-n2cccn2)c([N+](=O)[O-])c1
→ 18	-1	-4	4	-49	4	2	-24	5	0.0
2) CCn1nc(CC(=O)O)c2ccccc2c1=O
→ 29	2	7	-3	10	4	-7	-4	0	-0.4
3) NC(=O)c1cccn1Cc1ccccc1Cl
→ 13	-1	13	0	-14	-5	0	-8	-2	-0.2
4) CC(=O)NCC(=O)NC1CCCc2c1cnn2-c1ccc(C(C)(C)C)cc1 (centres undefined)
→ 12	1	-5	-7	-1	9	2	-14	-3	0.0
5) CCc1ccc(NC(=O)C2CCC(CNC(=O)[C@@H]3Cc4ccccc4CN3)CC2)cc1 (some centres undefined)
→ 24	0	-2	-72	41	3	-66*	-30	-5	-2.5
6) COc1ccccc1N1CCN(C(=O)CCc2nnc3ccc(N4CCOCC4)nn23)CC1
→ 25	-9	16	2	-5	2	2	6	0	-0.5
7) O=S(=O)(c1cccc(S(=O)(=O)N2CCOCC2)c1)N1CCCCC1
→ 8	4	-2	30	8	0	10	4	?	-0.3
8) Cc1cnc(NC(=O)CSc2ccc(Cl)cc2)s1
→ 27	-3	3	35	-11	3	20	-15	-4	0.2
9) Cc1nn2c(-c3ccc(F)cc3)ccnc2c1Br
→ 14	3	1	4	14	10	7	-13	-1	-0.4
10) O=C(Nc1nnc(-c2ccccc2)o1)Nc1ccccc1Cl
→ 18	5	-8	15	-29	-2	7	-10	-1	0.4
11) CCOC(=O)C1(Cc2ccccc2C)CCCN(C(=O)CCc2cccnc2)C1 (centres undefined)
→ 8	-2	2	20	-23	3	14	-4	4	1.9
12) CC(c1ccon1)N(C)Cc1cn[nH]c1-c1ccc(-c2ccccc2)cc1 (centres undefined)
→ -21	1	-9	32	-135	-3	13	-36	10	1.2
13) Nc1n[nH]c(N)c1N=Nc1ccc(F)cc1
→ 5	2	-5	10	-37	5	2	1	2	0.4
14) Cc1c(NC(=O)CN2CCC(C(N)=O)CC2)cccc1[N+](=O)[O-]
→ 28	1	-1	/	-11	-2	/	11	-4	-0.7
15) COc1ccc(C(CC(=O)N2CCOCC2)c2c(O)cc(OC)cc2OC)cc1 (centres undefined)
→ 5	/	13	-6	-16	/	1	/	1	0.2

(listing goes on)
Below each SMILES: AI-2 QS mod	HSP90 refold inh	Platelet DG rel	HSF-1 act	aSyn 5UTR inh	IEC-6 tox	HSF1 inh	KLF5 inhibitor	SKKanGAS inh	HIF act
16) CCOc1ccc(NC(=O)N(CCC(C)C)C(C)c2ccco2)cc1 (centres undefined)
→ -1	0	-6	8	-27	2	-2	2	-9	0.6
17) O=C(Cn1nnc(-c2ccc(CN3CCOCC3)cc2)n1)N(c1ccccc1)c1ccccc1
→ 4	-4	3	11	0	2	-3	-23	0	-0.5
18) CCc1cc2c(=O)c(-c3cnn(-c4ccccc4)c3)c(C)oc2cc1OCC(=O)Nc1cccc(C)c1
→ 14	1	-16	-4	0	-2	-9	12	-6	-0.1
19) COc1ccccc1-c1cc(C(F)(F)F)nc(S(=O)(=O)CCCC(=O)O)n1
→ 28	6	1	40	8	-6	31	-18	-1	1.1
20) CCOc1cc(C(=O)Nc2nnc(CC)s2)ccc1OCC(=O)N1CCOCC1
→ 19	0	-7	14	-6	-3	4	-29	-1	0.0
21) Cc1ccc(-c2cc3c(nn2)-c2ccccc2C3=O)cc1
→ 1	28*	45	-2	86*	11	-9	-41	23	-3.9
22) O=C(c1ccco1)N(Cc1ccco1)Cc1cc2ccccc2[nH]c1=O
→ 21	2	5	2	-5	1	3	-3	-3	1.7
23) COc1ccc(/C=N/NC(=O)C(Cc2c[nH]c3ccccc23)NC(=O)OCC(C)C)cc1[N+](=O)[O-] (centres undefined)
→ 13	5	3	11	22	1	-4	7	-19	-0.7
24) CCOC(=O)c1c(NC(=O)Cn2nnc(-c3ccccc3Cl)n2)sc(C)c1C
→ 4	1	-5	20	1	-3	5	-29	5	-0.1
25) Cc1cc(Cl)ccc1C(=O)C1CCCN(C(=O)CCN2CCCO2)C1 (centres undefined)
→ 32	-5	-13	-2	12	-4	-8	-16	0	-0.4
26) CCOC(=O)N1CCN(C(=O)c2ccc(OCC)c(OCC)c2)CC1
→ 7	-2	-25	-6	15	-3	-4	-24	-5	-0.1
27) CCC(=O)c1cccc2c1N=CC1=C(CC(C)(C)CC1=O)N2
→ 1	0	-6	5	-18	-2	-4	12	-13	/
28) COc1ccc(C(=O)NCc2nnc(SCC(=O)N3CCC(C)CC3)o2)cc1OC
→ 13	-2	-19	-74	11	0	-67*	-38	-5	-33
29) CCOC(=O)Cc1csc(NC(=O)CSc2nc3cccnc3n2CC)n1
→ 9	0	-2	2	16	-6	4	-2	-1	0.8
30) CCn1c(COc2ccc(C)cc2)nnc1SCc1nc2ccccc2[nH]1
→ 42	3	1	10	20	15	11	-27	-2	1.6

(next part)
Below each SMILES: AI-2 QS mod	HSP90 refold inh	Platelet DG rel	HSF-1 act	aSyn 5UTR inh	IEC-6 tox	HSF1 inh	KLF5 inhibitor	SKKanGAS inh	HIF act
31) COc1ccc(-c2n[nH]c(=S)n2-c2ccc(C)cc2C)cc1
→ -8	1	-1	-9	13	3	-6	-16	-3	0.7
32) Cc1ccc2nc3sc(C(=O)Nc4c(C)[nH]c(=O)[nH]c4=O)c(N)c3cc2c1
→ 9	7	-2	-1	-46	-2	-5	4	5	-0.8
33) O=C(COC(=O)c1cccs1)Nc1ccccc1
→ -1	3	-8	16	-21	-10	4	-16	-8	0.2
34) COc1ccc(S(=O)(=O)NCCc2nnc3ccc(SCc4cccnc4)nn23)cc1
→ 64	4	2	-5	-11	-4	-11	-18	-4	-0.4
35) O=C(N/N=C/c1ccc(Sc2ccccn2)o1)c1cc2ccccc2cc1O
→ 40	0	6	20	-21	-11	4	-15	8	-0.3
36) Cc1ccc(NC(=O)CN2CCC(C(=O)c3ccc(F)cc3)CC2)cc1
→ 3	3	-7	-11	17	-7	-6	-24	3	0.8
37) Cc1ccc(N(CC(=O)Nc2ccc3c(c2)OCCO3)S(=O)(=O)c2c(C)noc2C)cc1
→ 2	1	-5	2	-6	2	-2	0	-5	-1.7
38) COc1ccc(NC(=O)CCl)cn1
→ 14	4	-2	-21	-60	-2	-3	-16	-2	1.7
39) O=S(=O)(Nc1cccc(-c2ccc(N3CCOCC3)nn2)c1)c1cc(Cl)ccc1Cl
→ 15	/	-11	7	-40	/	7	/	3	2.0
40) Cc1ccc(/C=N/NC(=O)c2ccccn2)o1
→ 3	0	-7	19	-74	0	1	-96	-9	1.4
41) N#CCCN(Cc1cccnc1)S(=O)(=O)c1ccc(S(=O)(=O)NC2CCCCC2)cc1
→ 23	-1	-5	-9	-5	4	-5	-12	-3	-0.5
42) N=C(N)SCc1ccc(O)c([N+](=O)[O-])c1
→ 8	2	-2	-12	-14	0	2	-6	0	-0.3
43) CC(C)C(=O)N1CCC(c2nc(-c3ccc(S(=O)(=O)N4CCN(C)CC4)cc3)no2)CC1
→ 7	-1	4	10	15	2	0	-47	5	-0.6
44) Nc1nc(-c2ccc(F)cc2)cs1
→ 14	-3	7	-8	-44	-5	-1	-19	-8	0.6
45) CC(=O)N1CCN(Cc2nc3cc(NC(=O)c4ccccc4)ccc3n2C)CC1
→ 26	-1	-8	12	-38	1	1	-3	6	1.1

Record cards, from the list above:
Listed for `N=C(N)SCc1ccc(O)c([N+](=O)[O-])c1` : AI-2 QS mod: 8; HSP90 refold inh: 2; Platelet DG rel: -2; HSF-1 act: -12; aSyn 5UTR inh: -14; IEC-6 tox: 0; HSF1 inh: 2; KLF5 inhibitor: -6; SKKanGAS inh: 0; HIF act: -0.3
Listed for `N#CCCN(Cc1cccnc1)S(=O)(=O)c1ccc(S(=O)(=O)NC2CCCCC2)cc1` : AI-2 QS mod: 23; HSP90 refold inh: -1; Platelet DG rel: -5; HSF-1 act: -9; aSyn 5UTR inh: -5; IEC-6 tox: 4; HSF1 inh: -5; KLF5 inhibitor: -12; SKKanGAS inh: -3; HIF act: -0.5
Listed for `Cc1ccc(N(CC(=O)Nc2ccc3c(c2)OCCO3)S(=O)(=O)c2c(C)noc2C)cc1` : AI-2 QS mod: 2; HSP90 refold inh: 1; Platelet DG rel: -5; HSF-1 act: 2; aSyn 5UTR inh: -6; IEC-6 tox: 2; HSF1 inh: -2; KLF5 inhibitor: 0; SKKanGAS inh: -5; HIF act: -1.7

More entries.
Below each SMILES: AI-2 QS mod	HSP90 refold inh	Platelet DG rel	HSF-1 act	aSyn 5UTR inh	IEC-6 tox	HSF1 inh	KLF5 inhibitor	SKKanGAS inh	HIF act
46) COc1cc(C2NC(=O)NC(C)=C2C(=O)OC2CCCCC2)cc(Cl)c1O (centres undefined)
→ 3	2	6	62*	12	3	38	-9	2	0.3
47) Cc1nc(NC(=O)c2ccccc2)sc1-c1csc(Nc2ccc(C(=O)O)cc2)n1
→ 7	31*	15	21	-73	-2	24	-30	48	0.4
48) Cc1cc(NC(=O)C2CC2)n(-c2nc3ccccc3s2)n1
→ -9	1	-3	-6	-38	-3	-12	-42	-11	-0.2
49) COc1cccc(C(=O)NNC(=O)C(=O)Nc2cccc3ccccc23)c1
→ 66	-2	-7	-17	2	9	-8	-2	9	0.2

2 records drawn at random from those above:
Below each SMILES: AI-2 QS mod	HSP90 refold inh	Platelet DG rel	HSF-1 act	aSyn 5UTR inh	IEC-6 tox	HSF1 inh	KLF5 inhibitor	SKKanGAS inh	HIF act
5) CCc1ccc(NC(=O)C2CCC(CNC(=O)[C@@H]3Cc4ccccc4CN3)CC2)cc1 (some centres undefined)
→ 24	0	-2	-72	41	3	-66*	-30	-5	-2.5
15) COc1ccc(C(CC(=O)N2CCOCC2)c2c(O)cc(OC)cc2OC)cc1 (centres undefined)
→ 5	/	13	-6	-16	/	1	/	1	0.2
